# Abeta yeast res: qHTS for compounds that reverse cellular toxicity of Amyloid beta (A-beta) peptide in yeast: Primary Screen; yeast expressing A-beta42, growth rescue, OD600, 48 h; response scale: 0% DMSO, 100% iron-clioquinol control; Potency, µM (doses to about 46.1 µM), for inactives: at the top dose growth rescue, hits mostly activators; hit rate 0.063% among 410,000; also: potency is read from the fitted curve at half-maximal effect; nearly all actives have a fitted effect of over 55% in size
#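 Yeast growth medium received pinned compounds, then yeast cells expressing toxic A-beta were added; plates incubated at 30 C for 48 hr. Growth read as absorbance at 600 nm, normalized to DMSO and equimolar FeCl3 plus clioquinol controls.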
# HEK293 tox: qHTS of GLP-1 Receptor Inverse Agonists: Cytotox Screen. HEK293 cAMP-luciferase reporter cells, luminescence, 24 h. AID 624418, 2012. hit rate 0.13% among 410,000. Potency, µM (doses to about 38.3 µM), without a hit: at the highest dose activity change, negative = inhibition, actives largely listed as inhibitors;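 also: loss of luciferase light is scored as toxicity; potency is read from the fitted curve at half-maximal effect; % is scaled to controls: 0 for no effect and ±100 for the full control effect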
#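 To flag toxic compounds, the library was rerun on cells for 24 hr at 37 deg C and 5% CO2. Viability-linked luminescence was captured 12 min after adding luciferase detection reagent.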
# PTHR1 ag: qHTS for PTHR1 Agonists: Primary Screen; Parathyroid hormone/parathyroid hormone-related peptide receptor (Homo sapiens), Q03431; Potency, µM (series often up to 115 µM), inactives show top-dose activation, usual class: activators; HEK293 GP2 PTHR1 cells, GloSensor cAMP luminescence, 1 h; AID 743266, 2014; hit rate 0.075% among 410,000; also: potency is read from the fitted curve at half-maximal effect; nearly all actives have a fitted effect of over 55% in size; some results filed as inactive show a strong effect at the top dose; inactives centre near -15; many of its hits are not listed in these tables
# Target sequence (Q03431 whole entry, looked up): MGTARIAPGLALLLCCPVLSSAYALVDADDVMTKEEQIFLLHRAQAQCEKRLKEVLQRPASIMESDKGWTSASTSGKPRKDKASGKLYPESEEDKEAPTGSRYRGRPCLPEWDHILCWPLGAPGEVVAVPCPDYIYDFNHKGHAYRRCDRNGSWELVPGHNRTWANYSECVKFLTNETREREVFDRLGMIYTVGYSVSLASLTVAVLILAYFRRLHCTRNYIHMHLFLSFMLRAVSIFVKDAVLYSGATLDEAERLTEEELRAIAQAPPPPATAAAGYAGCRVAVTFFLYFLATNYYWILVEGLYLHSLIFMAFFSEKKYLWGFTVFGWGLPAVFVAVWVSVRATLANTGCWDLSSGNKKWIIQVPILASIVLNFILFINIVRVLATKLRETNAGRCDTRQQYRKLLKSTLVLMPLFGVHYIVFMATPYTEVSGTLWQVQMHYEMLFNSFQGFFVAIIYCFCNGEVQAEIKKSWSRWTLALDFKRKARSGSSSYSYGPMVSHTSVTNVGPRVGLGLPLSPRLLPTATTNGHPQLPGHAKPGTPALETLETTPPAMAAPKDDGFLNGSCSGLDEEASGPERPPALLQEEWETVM
#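 HEK-293-derived GP2 cells expressing PTHR1 and a GloSensor cAMP reporter, 3,000/well, plated overnight, given luciferin plus IBMX (each 0.5 mM as added) for 1 h at 37 °C, then compound for 1 h at 37 °C. Luminescence was read after 15 min at room temperature.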
# TDP43 rescue: qHTS of TDP-43 Inhibitors. AID 652104, 2013. Potency, µM (top dose mostly 46.1 µM), for inactives: at the highest dose growth rescue (activation), hits mostly activators. TDP-43 expressing yeast growth rescue, BacTiter-Glo, 24 h. hit rate 1.8% among 410,000; also: potency is read from the fitted curve at half-maximal effect; % of control where 0% means no effect; nearly all actives have a fitted effect of over 50% in size
#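 Yeast expressing TDP-43 (pregrown in raffinose, seeded at OD600=0.02 in galactose medium) exposed to compounds 24 hr at 30 deg C. Growth read by BacTiter-Glo luminescence; rescue of toxicity appears as increased signal.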
# MmCpn inh: Inhibitors of TCP-1 ring complex (TRiC) of Methanococcus maripaludis (MmCpn): qHTS; Chaperonin Mm-Cpn (Methanococcus maripaludis); hit rate 0.031% among 330,000; Potency, µM (highest dose often 76.9 µM), inactives show top-dose activity, negative = inhibition, most hits filed as inhibitors; purified Mm-Cpn ATPase, ADP Transcreener TR-FRET; also: potency is read from the fitted curve at half-maximal effect; % is scaled to controls: 0 for no effect and ±100 for the full control effect; nearly all actives have a fitted effect of over 80% in size
#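 Inhibition of chaperonin ATP hydrolysis is measured as reduced ADP production, detected by competitive TR-FRET in which signal falls with ADP. Final enzyme 25 nM and ATP 10 uM, reacted 30 min at 37°C.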
# pAkt inh: HTS Assay for Inhibitors of Akt Phophorylation: Primary Screen; Neuro2A IGF-stimulated pAkt S473 HTRF, 20 min; stronger effect = lower value; activity change, % for hits at 50 µM; hit rate 0.32% among 360,000; in the data active = activity change below about -80%; inconclusive = mostly about -51% to -80%; also: % is scaled to controls: 0 for no effect and ±100 for the full control effect
#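 Single-point screen (50 µM final compound) in Neuro2A cells stimulated 20 min with 6 nM IGF at 37 deg C. After lysis, Ser473-phosphorylated Akt read by HTRF (ex 330 nm, em 615/665 nm) as the 665/615 ratio.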
# aSyn yeast inh: qHTS of alpha-syn Inhibitors; Yeast expressing alpha-synuclein, growth rescue, BacTiter-Glo, 24 h; Potency, µM (doses to about 46.1 µM), without a hit: at the highest dose growth rescue (activation), hits mostly activators; hit rate 0.14% among 370,000; AID 652106, 2013; also: potency is read from the fitted curve at half-maximal effect; % of control where 0% means no effect; nearly all actives have a fitted effect of over 65% in size
#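 Galactose-induced alpha-syn yeast (OD600=0.02, raffinose-pregrown) + pinned cpd, 24 hr, 30 deg C; growth by BacTiter-Glo luminescence. Growth restoration scores as activation.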
# FUS suppressor: qHTS for Suppressors of FUS Proteinopathy: Primary screen using FUS-linked yeast assay. hit rate 0.24% among 390,000. S. cerevisiae FUS-expressing, growth rescue, OD600, 24 h. Potency, µM (top dose mostly 76.6 µM), inactives show at the highest dose growth rescue (activation), actives largely listed as activators;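 also: potency is read from the fitted curve at half-maximal effect; plate controls were DMSO vehicle for no effect and reference control for full effect; nearly all actives have a fitted effect of over 55% in size; some results filed as inactive show a strong effect at the top dose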
#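 Read-out: OD at 600 nm after 24hr at 30C, reporting rescue of FUS-induced yeast toxicity. Cells at OD 0.005 in galactose (2%) minimal medium; compounds tested in a dilution series; CP55940 titration from 92uM final as control.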
# GLP-1R inv ag: qHTS of GLP-1 Receptor Inverse Agonists (Inhibition Mode). Glucagon-like peptide 1 receptor (Homo sapiens), P43220. HEK293 GLP-1R CRE-luciferase, luminescence, 24 h; GLP-1R form is constitutively active. Potency, µM (series often up to 38.3 µM), inactives show at the top dose activity change, negative = inhibition, actives largely listed as inhibitors. hit rate 1.6% among 410,000. AID 624417, 2012; also: potency is read from the fitted curve at half-maximal effect; % is scaled to controls: 0 for no effect and ±100 for the full control effect; nearly all actives have a fitted effect of over 55% in size
# Target sequence (P43220 whole entry, looked up): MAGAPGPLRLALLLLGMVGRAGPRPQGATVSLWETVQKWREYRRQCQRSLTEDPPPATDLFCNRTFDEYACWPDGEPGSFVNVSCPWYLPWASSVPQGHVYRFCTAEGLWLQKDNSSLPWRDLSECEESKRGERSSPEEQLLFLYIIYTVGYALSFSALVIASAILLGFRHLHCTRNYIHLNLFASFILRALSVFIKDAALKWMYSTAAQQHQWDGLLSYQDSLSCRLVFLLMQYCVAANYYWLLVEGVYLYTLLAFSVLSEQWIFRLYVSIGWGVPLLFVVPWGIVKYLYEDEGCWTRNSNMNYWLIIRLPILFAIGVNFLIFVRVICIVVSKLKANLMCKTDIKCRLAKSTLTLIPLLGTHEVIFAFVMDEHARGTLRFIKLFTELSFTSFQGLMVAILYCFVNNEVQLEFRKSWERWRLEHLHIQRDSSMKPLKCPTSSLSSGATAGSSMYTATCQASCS
#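 HEK293 cells stably co-expressing constitutively active GLP-1R and a cAMP-responsive luciferase reporter were seeded in DMEM with 10% Nu serum, given compounds after 12 h, and incubated 24 h at 37 deg C. Luminescence was then read.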
# Active calls of the source: *; i = inactive; ? = inconclusive; · = not tested or not shown; & = joins results of further samples; [ ] = remark or other dose. Unless noted, calls follow the shape of the dose curve; as a rule, active = well fitted curve in the direction sought with a large enough effect; inconclusive = small, poorly fitted or top-dose-only effect, or another doubt; inactive = no such curve, though single readings can be large; an effect the other way counts as inactive or inconclusive.
SMILES,Abeta yeast res,HEK293 tox,PTHR1 ag,TDP43 rescue,MmCpn inh,pAkt inh,aSyn yeast inh,FUS suppressor,GLP-1R inv ag
O=C(c1cc(C(=O)c2ccco2)cc(C(=O)c2ccco2)c1)c1ccco1,-10%,1%,-3%,-39%[inhibitor],1%,i,3%,26%,35%[activator]
COCC(C)n1c(SCC(=O)N2CCc3ccccc3C2)nc2ccccc2c1=O (configuration not stated),-7%,13%,-21%,0%,0%,i,6%,36%,?
CCOC(=O)C1=NN(C(=O)c2ccc(OC)cc2)C(O)(c2ccc(Cl)cc2)C1 (configuration not stated),?,0%,-15%,?,-4%,i,?,?,?
COc1ccc(S(=O)(=O)N(C)C)cc1NC(=O)CSc1nc(N)cc(N)n1,-9%,-1%,i,12%,-2%,i,1%,4%,56%[activator]
CCOC(=O)c1cc(=O)nc(N)s1,2%,7%,i,0%,·,i,0%,-15%,-1%
CCC(C)NC(=O)c1ccc(C(=O)c2ccccc2)cc1 (configuration not stated),2%,1%,-20%,?,1%,i,-12%,-31%,5%
O=C(NNc1ncnc2c1cnn2-c1cccc(Cl)c1)c1ccco1,12%,-19%,i,21%,0%,i,0%,11%,2%
O=C(COC(=O)c1ccco1)Nc1ccc2c(c1)OCCO2,17%,-5%,-5%[57.5 µM],24%,0%,i,0%,5%,0%
O=C(c1ccco1)N1CCN(CCOc2ccccc2)CC1,2%,5%,i,5%,-3%,i,-1%,-6%,12%
CCCC(=O)c1c(NCCO)cc(C)oc1=O,-13%,1%,-53%,-4%[0.397 µM],-2%,i,-1%,-1%,5%
COc1ccc(C(=O)NCCS(=O)(=O)NC(C)c2ccccc2)cc1 (configuration not stated),-2%,-6%,-15%,-19%,-1%,i,3%,-8%,-18%
COc1cc(NC(=O)C2CC2C)c(C(=O)O)cc1OC (configuration not stated),3%,0%,i,6%,0%,i,1%,13%,11%
COc1ccc(CCC(=O)N2CCN(c3ccc([N+](=O)[O-])cc3)CC2)cc1OC,-14%,-33%,-36%[inhibitor],21%,-1%,i,-4%,21%,2%
COc1cc(C2=NOC(C(=O)N3CCCc4ccccc43)C2)cc(OC)c1OC (configuration not stated),-4%,7%,-3%[57.5 µM],21%,-6%,i,5%,23%,0%
COc1ccc(C(=O)OCC(=O)NC(C)CCc2ccccc2)c(OC)c1 (configuration not stated),-18%,0%,i,22%,0%,i,6%,-6%,-42%
CCCCCc1c(-c2ccccc2)ncn1CCc1ccccc1OC,9%,0%,-29%,?,·,i,-1%,9%,?
CC(=O)N1CCN(c2ccc(NC(=O)c3ccccc3Br)cc2Cl)CC1,-6%,-24%,i,12%,4%,i,-1%,13%,-12%
CCc1nn(CC(=O)NCCc2ccc(Cl)cc2)c(=O)c2cc3ccccc3n12,-11%,2%,-18%,17%,·,·,·,-12%,9%
O=C(C1CCN(S(=O)(=O)c2ccc(-n3cnnn3)cc2)CC1)N1CCCCC1,0%,18%,-11%,9%,-1%,i,-8%,-14%,-5%
COCc1cc(C)nc2c1C(=O)NC(c1ccc(Br)cc1)N2Cc1ccccc1 (configuration not stated),7%,1%,-23%,1%,·,·,14%,3%,13%
C=CCNc1nnnc2c1sc1nc(N3CCOCC3)c3c(c12)CCCC3,-15%,1%,i,-2%,2%,i,-11%,15%,86%[activator]
COc1ccc(Cn2nc(C(=O)O)c3ccccc3c2=O)cc1F,-10%,5%,i,-16%,-4%,i,1%,-42%,84%[activator]
Cc1nc(C)c(C(=O)N/N=C/c2cc(Br)ccc2O)s1,6%,-26%,i,13%,-1%,i,5%,2%,?
COc1ccc(C(=O)O)cc1NC(=S)NC(=O)C(c1ccccc1)c1ccccc1,-12%,-20%,-3%,-12%,2%,i,5%,·,?
COc1ccc(CN2CCN(Cc3ccccc3F)CC2)cc1OC,5%,-8%,-8%,-1%,-1%,i,-13%,-15%,1%

# Overlap with the part before: five entries, followed by the next part.
SMILES,Abeta yeast res,HEK293 tox,PTHR1 ag,TDP43 rescue,MmCpn inh,pAkt inh,aSyn yeast inh,FUS suppressor,GLP-1R inv ag
C=CCNc1nnnc2c1sc1nc(N3CCOCC3)c3c(c12)CCCC3,-15%,1%,i,-2%,2%,i,-11%,15%,86%[activator]
COc1ccc(Cn2nc(C(=O)O)c3ccccc3c2=O)cc1F,-10%,5%,i,-16%,-4%,i,1%,-42%,84%[activator]
Cc1nc(C)c(C(=O)N/N=C/c2cc(Br)ccc2O)s1,6%,-26%,i,13%,-1%,i,5%,2%,?
COc1ccc(C(=O)O)cc1NC(=S)NC(=O)C(c1ccccc1)c1ccccc1,-12%,-20%,-3%,-12%,2%,i,5%,·,?
COc1ccc(CN2CCN(Cc3ccccc3F)CC2)cc1OC,5%,-8%,-8%,-1%,-1%,i,-13%,-15%,1%
COc1cccc(NC(=O)CSc2nnc(NC(=O)C3CCC3)s2)c1,-7%,-10%,i,-24%,3%,i,0%,16%,-20%
CN1CCN(c2ccccc2NC(=O)c2ccc([N+](=O)[O-])o2)CC1,-13%,?,0%,-8%,1%,i,-7%,·,9%
Cc1ccccc1/C=C/C1=NCCN1,-6%,-19%,i,35%,-4%,i,-3%&-3%,-26%,-28%
CCn1c(SCC(=O)c2ccc3c(c2)OCCO3)nnc1C(C)C,-6%,2%,i,-6%,0%,i,7%,17%,11%
CCOC(=O)c1nc(N)sc1C(=O)OCC,5%,3%,9%[57.5 µM],-19%,-4%,i,-5%,-6%,5%
Cc1nn(C(=O)c2ccccc2)c2c1C(=O)CC(C)(C)C2,8%,1%,-14%[57.5 µM],?,-7%,i,7%,7%,0%
COc1cccc(OCC(O)CN2CC(C)CC(C)C2)c1 (configuration not stated),-11%,-3%,?,-12%,?,i,-10%,11%,-18%
CC(NC(=O)COc1ccc(N(C)S(=O)(=O)c2ccccc2)cc1)c1ccccc1 (configuration not stated),5%,-6%,-46%[inhibitor],20%,0%,i,9%,11%,-11%
CC1(Oc2cccc(C#N)c2)CCN(Cc2ccc(-c3ccccn3)cc2)C1 (configuration not stated),-7%,5%,-1%,8%,·,i,0%,-9%,-19%
Cc1ccc(N(C(=O)c2ccco2)C(C(=O)NC2CCCC2)c2cccnc2)cc1C (configuration not stated),5%,-1%,i,-12%,-1%,i,0%,19%,1%
O=C(Nc1nnc(SCC(=O)N2CCOCC2)s1)c1ccccc1,-6%,5%,i,-6%,3%,i,-8%,·,-14%
N=C1C(c2nc(-c3ccc(F)cc3)cs2)=C(O)CN1Cc1ccc(Cl)cc1,-18%,-4%,i,-26%,-3%,i,1%,29%,3%
CCCCNC(=O)C1(C)CCN1C(=O)c1cc(-c2ccccc2)cs1 (configuration not stated),-8%,8%,-44%[inhibitor],-8%,·,i,-2%,2%,-37%
CCOc1ccc(NC(=O)c2cnc(N3CCCCC3)c3ccccc23)cc1,15%,-13%,-16%,19%,·,·,·,31%,?
CCOc1cc(C2C(C#N)=C(N)Oc3n[nH]c(C)c32)ccc1OCCN1CCOCC1 (configuration not stated),-11%,-5%,i,-6%,-2%,i,-8%,22%,11%
Cc1cccc(N(C(=O)Cc2cccs2)C(C(=O)NCc2ccco2)c2ccncc2)c1 (configuration not stated),0%,-6%,i,-5%,2%,i,-2%,25%,-18%
O=C(CCc1ccccc1)NNC(=O)c1ccccn1,14%,-33%,i,13%,-5%,i,?,-26%,?
O=C(Nc1ccc(Nc2ccccc2)cc1)c1ccc(Br)cc1,3%,-10%,-10%,15%,1%,i,2%,-15%,-27%
COc1nccc(C(F)(F)F)c1C(=O)NC(=O)Nc1c(C)cccc1C,9%,2%,-9%,22%,1%,i,13%,-4%,?
COc1ccc(OC)c(NC(=O)CCn2cnnn2)c1,-11%,2%,i,7%,·,·,-6%,-8%,-8%
Cc1cc(=O)oc2c(CN3CCCCC3)c(O)ccc12,-3%,143%[activator],-10%,12%,·,i,-6%,·,13%
COc1ccc(CNC(=O)OC23CN(C(=O)OC(C)C)N(C(=O)OC(C)C)CC2(O)CN(S(=O)(=O)c2ccc(C)cc2)C3)cc1OC (configuration not stated),-4%,-8%,i,18%,·,i,-8%,?,-27%
Cn1nc(-c2ccccc2F)c2cc(C(=O)N3CCN(C(=O)c4ccco4)CC3)sc21,-22%,-26%,i,?,·,i,12%,?,5%
Cc1noc(C)c1S(=O)(=O)N1CCN(c2ccccc2)CC1,5%,1%,i,0%,2%,i,27%,-9%,12%
N=c1c2c(ncn1CCN1CCOCC1)Oc1ccc3ccccc3c1C2c1ccccc1 (configuration not stated),8%,4%,0%,-26%,3%,·,·,12%,5%

# This is a subset. The share of hits here may be higher or lower than overall.
